E-selectin induc = E-selectin induction on HUVECs. 260,000 compounds, 0.37% hits. HUVEC E-selectin immunofluorescence imaging; normalized: neutral wells 0, TNF-alpha wells 100. activation, % at 7.58 µM;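 active means mean E-selectin-positive cell signal at least 10% of the positive control, reached in at least 60% of replicates, without over 20% cell loss; inconclusive means no rule given, readout overlaps actives, possibly toxicity-flagged; inactive means the rest, including those meeting only one limit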;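 further: in these data hits start at about 27%; measured in HUVEC primary endothelial cells; signal is the percent of cells scored E-selectin positive by PE staining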
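Assay system: HUVEC primary endothelial cells. Input: 3,000 HUVEC seeded per well. Doses: one compound dose added by pin transfer. Read-out basis: % PE-positive cells. Benchmarks: TNF-alpha high, DMSO low. Detection: immunofluorescence imaging. Buffer or medium: EGM-2, gelatin.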
ERp5 inh = ERp5 (human) disulfide isomerase inhibition. Q15084. ERp5 insulin aggregation, absorbance 650 nm, 90 min. inhibition, % at 9.99 µM. 350,000 compounds, 0.05% hits. AID 651711;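 active means mean replicate inhibition above about 25%, with every replicate also reaching it, limit read from the data, passing the limit was not always enough; inconclusive means only one of those two criteria met; inactive means neither criterion met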
Target sequence (Q15084 whole entry, looked up): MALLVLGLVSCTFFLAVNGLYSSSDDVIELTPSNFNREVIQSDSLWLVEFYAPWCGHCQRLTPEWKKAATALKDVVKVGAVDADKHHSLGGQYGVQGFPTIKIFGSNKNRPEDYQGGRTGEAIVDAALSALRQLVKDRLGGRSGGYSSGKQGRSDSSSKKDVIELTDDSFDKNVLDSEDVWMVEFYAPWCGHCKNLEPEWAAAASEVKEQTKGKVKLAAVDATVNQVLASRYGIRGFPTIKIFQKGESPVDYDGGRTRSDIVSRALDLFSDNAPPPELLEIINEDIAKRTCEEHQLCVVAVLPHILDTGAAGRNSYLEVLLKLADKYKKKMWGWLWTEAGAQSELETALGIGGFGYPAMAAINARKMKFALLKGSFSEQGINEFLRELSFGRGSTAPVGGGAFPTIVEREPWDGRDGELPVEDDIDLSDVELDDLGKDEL
PglD DTNB = blocks C. jejuni PglD acetyltransferase activity; purified PglD enzyme, DTNB colorimetric CoA detection; 360,000 compounds, 0.098% hits; inhibition, % at 12.5 µM; in the data active means inhibition above about 16%, passing the limit was not always enough; inconclusive means no clear call, values can overlap the other calls; further: strong numbers were not always called active
S100A4 MyoIIA = S100A4-myosin IIA interaction inhibition; P26447; S100A4/TAMRA-MyoIIA peptide fluorescence polarization; inhibition, % at 10.7 µM; 360,000 compounds, 0.14% hits;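 active means mean inhibition of at least 70% across replicates, with every replicate also reaching that level; inconclusive means mean inhibition reaches 70% but some replicates fall short; inactive means mean inhibition below 70%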
Target sequence (P26447 whole entry, looked up): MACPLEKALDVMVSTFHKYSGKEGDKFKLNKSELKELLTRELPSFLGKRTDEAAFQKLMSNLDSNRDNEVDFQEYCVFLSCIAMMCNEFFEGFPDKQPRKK
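Material: human S100A4 monomer with TAMRA-labelled myosin IIA peptide; buffer or medium: HEPES pH 7.2 with CaCl2, KCl, NaCl, DTT, Triton; compound dosing: one concentration per compound; schedule: 5 min incubation before reading; benchmarks: neutral control DMSO, positive control TFP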
SIRT5 inh = sirtuin-5 (human) deacylase inhibition; Purified SirT5, succinyl-peptide AMC, trypsin-coupled fluorescence; 330,000 compounds, 1.1% hits; Q9NXA8; AID 652115; inhibition, % at 15 µM; in the data active means inhibition above about 15%; inconclusive means no clear call, values can overlap the other calls
Target sequence (Q9NXA8 whole entry, looked up): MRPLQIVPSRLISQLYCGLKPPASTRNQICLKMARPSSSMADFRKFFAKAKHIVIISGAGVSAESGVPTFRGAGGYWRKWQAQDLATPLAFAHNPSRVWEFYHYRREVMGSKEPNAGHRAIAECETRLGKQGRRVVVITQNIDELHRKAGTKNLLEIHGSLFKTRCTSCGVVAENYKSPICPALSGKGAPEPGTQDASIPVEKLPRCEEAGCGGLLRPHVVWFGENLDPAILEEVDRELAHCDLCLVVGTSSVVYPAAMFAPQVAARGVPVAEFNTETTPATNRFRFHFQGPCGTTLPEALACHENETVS
DENV2 CPE rescue = inhibitors of DENV2 cytopathic effect; DENV2-infected cells, cytopathic effect rescue, plate reader; CPE inhibition, % at 9.99 µM; 350,000 compounds, 1.7% hits; AID 651640; in the data active means CPE inhibition above about 20%, passing the limit was not always enough; inconclusive means no clear call, values can overlap the other calls; tested in BHK-21 cells;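 further: 0% = median of neutral control wells and 100% = median of positive control wells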
Statin myotox sup = suppression of simvastatin myotoxicity; rescue of ATP level, % at 7.49 µM; 330,000 compounds, 0.78% hits; C2C12 myotubes + simvastatin, ATP luminescence, 48 h; scaled: DMSO 0, geranylgeraniol control 100; AID 602340;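 active means mean ATP rescue above about 67%, or every replicate alone reaching that limit, limit read from the data, passing the limit was not always enough; inconclusive means no clear call, values can overlap the other calls; inactive means mean under the limit and some replicate under it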;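 further: myotubes were challenged with 10 µM simvastatin during compound exposure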
The depositor's hits bear a star; ? = inconclusive; . = not tested or not shown; & = joins results of further samples. An excerpt (hit frequency here may not be typical).

(1) C[C@@H]1CN([C@H](C)CO)C(=O)c2cc(NS(=O)(=O)c3cn(C)cn3)ccc2O[C@@H](C)CCCCO[C@@H]1CN(C)CC1CC1
(2) CC(CN1CCOCC1)OC(=O)CCc1ccccc1 (centres undefined)
(3) Cc1cc(C(=O)COC(=O)CC2Sc3ccccc3NC2=O)c(C)n1-c1ccc2c(c1)OCO2 (centres undefined)
(4) COc1ccccc1CN(C)C[C@@H]1OCc2cnnn2CCCC(=O)N([C@H](C)CO)C[C@@H]1C
(5) C/C(=N\NC(=O)C1CCCC1)c1ccc(Cl)cc1Cl
(6) CCC1CCCCN1C(=O)CSc1nnc2nc(C)cc(C)n12 (centres undefined)
(7) CC=Cc1ccc2n(c1=O)C[C@H]1[C@H](CO)[C@@H](C(=O)N[C@H](C)c3ccccc3)[C@@H]2N1CC (mixture of isomers)
(8) Clc1ccc(-c2csc(-c3ccno3)n2)cc1
(9) Cc1c(C(=O)O)cccc1-c1ccc(/C=N/n2cnnc2)o1
(10) Cn1c(=O)[nH]c2nnc(-c3ccc(Cl)c(Cl)c3)nc2c1=O

assay / entry	1	2	3	4	5	6	7	8	9	10
E-selectin induc	0.3	.	.	-0.2	0.1	-2.2	-0.1	.	-0.2	0.4
ERp5 inh	-5	5	2	-1	5	.	1	1	4	-3
PglD DTNB	1	.	-7	-2	3	5	0	.	7	1
S100A4 MyoIIA	13	5	-7	7	-1	0	-14	-1	1	-7
SIRT5 inh	9	-3	-4	-1	-2	3	-8	2	9	.
DENV2 CPE rescue	-2	5	-1	4	?	17	5	8	-1	0
Statin myotox sup	.	.	11	-2	-15	1	1	.	17	.

(11) Cc1ccc(C(=O)N/C(=C\c2cn(S(=O)(=O)N(C)C)c3ccccc23)C(=O)NCCCN2CCOCC2)cc1
(12) COc1ccc(/C=C/C=C2\N=C(SC)SC2=O)cc1
(13) C[C@H]1CCCCO[C@@H](CN(C)S(C)(=O)=O)[C@@H](C)CN([C@@H](C)CO)C(=O)c2cc(N(C)C)ccc2O1
(14) C[C@H]1CN([C@@H](C)CO)C(=O)c2cc(-c3cncnc3)cnc2O[C@H]1CN(C)CC1CCOCC1
(15) CCc1ccc(NC(=O)N2CCN(c3ccc(F)cc3)CC2)cc1
(16) CC(=O)Nc1cc[n+](CC(=O)c2ccc(Cl)cc2)cc1
(17) N#Cc1c(NC(=O)c2cnn3cccnc23)sc2c1CCCC2
(18) CCOCCOC(=O)c1[nH]c2c(c1C)C(=O)CC(c1cc(OC)c(OC)c(OC)c1)C2 (centres undefined)
(19) CCN(c1ccc(C)cc1)S(=O)(=O)c1nnc(NC(=O)c2ccco2)s1
(20) COc1ccc(C(=O)NCc2ccccc2C)cc1S(=O)(=O)NC1CCCC1

assay / entry	11	12	13	14	15	16	17	18	19	20
E-selectin induc	.	-0.1	1.4	1.6	.	.	3.1	0.0	.	.
ERp5 inh	-6	1	-6	0	7	1	2	0	3	2
PglD DTNB	-3	.	3	1	.	1	-4	2	5	-6
S100A4 MyoIIA	4	32	-38	4	-4	-1	6	1	-4	-3
SIRT5 inh	0	1	0	-2	1	2	-3	0	-2	-3
DENV2 CPE rescue	3	-2	?	8	3	-1	2	-5	-2	4
Statin myotox sup	-9	.	-4	-14	.	.	-13	-7	41	8

(21) O=C(NCc1ccco1)/C(=C/c1cccc([N+](=O)[O-])c1)NC(=O)c1ccco1
(22) Cc1ccccc1NC(=O)N1CCC(C(=O)c2ccc(F)cc2)CC1
(23) COCCC(=O)N1CCC(Oc2ccc(C(=O)NCc3cccc(C)n3)cc2)CC1
(24) COc1ccc(S(=O)(=O)N2CCOCC2)cc1NC(=O)Cc1ccccc1Cl
(25) O=C(CCN1CCN(C/C=C/c2ccccc2)CC1)Nc1cccc(F)c1
(26) O=C(Nc1ccccc1Cl)C1Cc2ccccc2O/C1=N\O (centres undefined)
(27) Cc1ccc(SC[C@H](c2ccccc2)N2CCN(CCc3ccccc3)CCC2=O)cc1
(28) Cn1c(=O)c2c(nc(CN3CCc4ccccc4C3)n2Cc2ccc(F)cc2)n(C)c1=O
(29) C[C@@H]1CN([C@@H](C)CO)C(=O)c2cccc(NC(=O)c3ccncc3)c2O[C@@H]1CN(C)Cc1ccc(C(=O)Nc2ccccc2N)cc1
(30) Cc1ccsc1C(=O)OCC(=O)Nc1cccc(S(=O)(=O)N2CCCCC2)c1

assay / entry	21	22	23	24	25	26	27	28	29	30
E-selectin induc	.	2.4	-0.1	.	3.4	0.2	0.0	.	11	1.2
ERp5 inh	-1	0	2	5	-1	6	15	3	-7	0
PglD DTNB	-1	.	-2	.	-5	.	4	-2	0	-6
S100A4 MyoIIA	-1	-3	0	-1	-1	-2	10	-3	3	-6
SIRT5 inh	2	-4	-3	2	.	-4	.	0	-2	.
DENV2 CPE rescue	1	-3	6	-2	-3	9	.	-14	14	9
Statin myotox sup	-3	.	-1	22	-1	7	0	23	.	-8

The list goes on (2 carried over from the part before).
(29) C[C@@H]1CN([C@@H](C)CO)C(=O)c2cccc(NC(=O)c3ccncc3)c2O[C@@H]1CN(C)Cc1ccc(C(=O)Nc2ccccc2N)cc1
(30) Cc1ccsc1C(=O)OCC(=O)Nc1cccc(S(=O)(=O)N2CCCCC2)c1
(31) C[C@H](CO)N1C[C@H](C)[C@H](CN(C)S(=O)(=O)c2ccc(F)cc2)Oc2ccc(NC(=O)c3ccncc3)cc2C1=O
(32) COc1ccc2cc(C(N)=O)c(=Nc3ccccc3)oc2c1
(33) CC(NC(=O)Cc1ccc(S(=O)(=O)N2CCCCC2)cc1)c1ccccc1 (centres undefined)
(34) Cc1ccsc1/C=N/NC(=O)Cc1ccc([N+](=O)[O-])cc1
(35) Nc1nnn(CC(=O)N/N=C/c2ccc(Cl)cc2Cl)n1
(36) CC(=O)N(C)C[C@H]1Oc2cc(C#CCC3CCCC3)ccc2S(=O)(=O)N([C@H](C)CO)C[C@@H]1C
(37) COc1ccc(-c2ccc3n(c2=O)C[C@H]2[C@H](CO)[C@@H](C(=O)N4CCN(C)CC4)N[C@@H]32)cc1
(38) CN1c2ccc(C#Cc3ccc(F)cc3)cc2[C@@H]2[C@@H](CCN2C(=O)CN2CCOCC2)[C@H]1CO
(39) CC1=C(C(=O)OCC2CCCO2)C(c2ccsc2)C2=C(CC(C)(C)CC2=O)N1 (centres undefined)
(40) c1ccc(Nc2nc(N3CCCC3)nc(N3CCCC3)n2)cc1

assay / entry	29	30	31	32	33	34	35	36	37	38	39	40
E-selectin induc	11	1.2	0.0	.	0.0	.	.	0.1	0.6	-0.5	6.2	.
ERp5 inh	-7	0	4	3	6	-1	0	-6	11	1	-6	10
PglD DTNB	0	-6	2	.	2	.	6	2	0	1	.	-1
S100A4 MyoIIA	3	-6	1	3	-1	4	-1	-21	11	-11	-5	-2
SIRT5 inh	-2	.	4	-6	-1	4	0	3	-46	0	-3	0
DENV2 CPE rescue	14	9	2	-3	-2	0	-2	5	?	12	-1	6
Statin myotox sup	.	-8	-20	.	-7	.	-2	-19	-36	19	.	-6

(41) CN1CCOc2cc(S(=O)(=O)NCc3ccc(S(N)(=O)=O)cc3)ccc21
(42) C[C@H](CO)N1C[C@H](C)[C@@H](CN(C)C(=O)Nc2ccccc2)Oc2ccc(NC(=O)c3ccncc3)cc2C1=O
(43) COc1cc(NC(=O)CSc2nc3c(c(=O)n(C)c(=O)n3C)n2C)cc(OC)c1
(44) CC(=O)Nc1ccc(OCc2nnc(-c3ccc(Cl)cc3)o2)cc1
(45) CCOc1cc(S(=O)(=O)NCc2ccccn2)ccc1Cl
(46) C[C@@H]1CN([C@@H](C)CO)C(=O)c2cc(NC(=O)Nc3cccc4ccccc34)ccc2O[C@@H](C)CCCCO[C@H]1CN(C)CC1CCCCC1
(47) O=C(O)CC12CC3CC(C1)CC(n1ncc(NCc4ccccc4)c(Cl)c1=O)(C3)C2
(48) Cc1cc(S(=O)(=O)NCC(C)C)ccc1OCC(=O)NC1CC1
(49) OC(c1cccnc1)c1nc(/C=C/c2ccc(C(F)(F)F)cc2)cs1 (centres undefined)
(50) CS(=O)(=O)Nc1ccccc1-c1cccc2nccn12

assay / entry	41	42	43	44	45	46	47	48	49	50
E-selectin induc	-0.2	-0.2&-0.1	0.6	.	.	0.9	1.7	0.1	0.1	-0.1
ERp5 inh	5	0&13	1	-6	3	-4	3	-2	3	6
PglD DTNB	1	0&7	-1	.	2	7	-8	0	-2	3
S100A4 MyoIIA	-3	-9&0	2	9	24	-8	3	1	-1	-5
SIRT5 inh	-12	2&-2	3	0	-1	6	.	-2	-1	.
DENV2 CPE rescue	1	1	16	-5	.	28*	0	.	5	10
Statin myotox sup	6	-11&2	-56	.	18	.	-1	5	-3	-1

Laid out differently: entries from further up.
The line under a structure holds: E-selectin induc	ERp5 inh	PglD DTNB	S100A4 MyoIIA	SIRT5 inh	DENV2 CPE rescue	Statin myotox sup
47	O=C(O)CC12CC3CC(C1)CC(n1ncc(NCc4ccccc4)c(Cl)c1=O)(C3)C2
→ 1.7	3	-8	3	.	0	-1
48	Cc1cc(S(=O)(=O)NCC(C)C)ccc1OCC(=O)NC1CC1
→ 0.1	-2	0	1	-2	.	5
49	OC(c1cccnc1)c1nc(/C=C/c2ccc(C(F)(F)F)cc2)cs1 (centres undefined)
→ 0.1	3	-2	-1	-1	5	-3

Following part.
(51) N#Cc1cc([N+](=O)[O-])ccc1Oc1ccc(-c2nnco2)cc1
(52) COc1ccc(CC2(CO)CCN(S(=O)(=O)c3cccc4cccnc34)CC2)cc1
(53) Cn1c2ccccc2n2c(=O)c(=O)n(CC(=O)c3ccc(Cl)cc3)nc12
(54) Cc1nc(C)c(C(=O)OCC(=O)Nc2cccc(C)c2C)s1
(55) O=C(N/N=C/c1cccc(O)c1)C(=O)N1CCCCCC1
(56) COc1ccc(NC(=O)c2ccc(-n3cncn3)c([N+](=O)[O-])c2)cc1
(57) C=CC[C@H](CC(=O)NCCO)C(=O)N[C@@H](C)COC(=O)[C@@H](CC=C)CC(=O)OC(C)(C)C
(58) O=C(N/N=C/c1ccc(Cl)cc1)c1nc2ccc([N+](=O)[O-])cc2c(=O)[nH]1
(59) CCNC(=O)C[C@H]1CC[C@@H]2[C@H](COC[C@H](O)CN2Cc2ccccc2F)O1
(60) Cc1ccc(S(=O)(=O)N(C)C[C@@H]2Oc3ccc(NC(=O)CCC(F)(F)F)cc3CC(=O)N([C@@H](C)CO)C[C@@H]2C)cc1

assay / entry	51	52	53	54	55	56	57	58	59	60
E-selectin induc	.	.	.	.	.	.	0.0	.	0.1	1.3&0.1
ERp5 inh	1	6	3	0	1	1	4	-2	-9	2&12
PglD DTNB	4	-8	.	2	8	-6	-3	.	-2	-1&4
S100A4 MyoIIA	1	-1	-21	-1	2	-7	13	-3	8	-4&-2
SIRT5 inh	2	.	-1	-4	10	1	7	-8	-3	-5&2
DENV2 CPE rescue	-3	1	-7	-1	16	-1	7	-4	-3	2
Statin myotox sup	51	0	.	-2	-3	0	-7	.	8	-100&-74

(61) OC[C@@H]1[C@H](c2ccc(-c3ccccc3F)cc2)[C@H]2CN(Cc3cncnc3)CCCCN12
(62) CCOc1ccccc1NC(=O)C(CC)Sc1nc2ccncc2[nH]1 (centres undefined)
(63) COc1cc(/C(C#N)=C/c2cccc3ccccc23)c([N+](=O)[O-])cc1OC
(64) COc1cc(CN2CCN(C(=O)c3ccc(-c4ccccc4)cc3)CC2)cc(OC)c1OC
(65) CCCS(=O)(=O)N1CCC(C(=O)NCc2ccc3c(c2)OCO3)CC1

assay / entry	61	62	63	64	65
E-selectin induc	-0.3	.	-0.3	.	.
ERp5 inh	-2	-6	-14	5	-1
PglD DTNB	1	-1	.	1	.
S100A4 MyoIIA	52	2	-3	-6	4
SIRT5 inh	-1	0	-1	-1	-2
DENV2 CPE rescue	?	-1	-2	1	-5
Statin myotox sup	-10	0	.	-4	.
